# HTR2A ag = mouse HTR2A agonism via beta-arrestin recruitment. 360,000 compounds, 0.66% hits. CHO-K1 mHTR2A beta-arrestin complementation, luminescence; percent of 30 µM serotonin response. activation, % at 7.6 µM. P35363;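 active = activation above a run cutoff, the mean activation of all tested compounds plus 3 SD, cut at about 14% in these data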;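 note: 0% = plate median of compound wells and 100% = 30 µM serotonin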
# MC4R antag cAMP = antagonists of human melanocortin 4 receptor (MC4R). P32245. MC4R-expressing cells, MTII-stimulated cAMP, LANCE TR-FRET. inhibition, % at 6.5 µM. 360,000 compounds, 0.48% hits. AID 540295;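 active = inhibition above its plate's cutoff, the mean of tested wells on that plate plus 3 SD, cut at about 29% in these data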;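 note: 0% = Melanotan II alone and 100% = Melanotan II plus saturating MCL0020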
#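 system = U2OS cells with stable human MC4R expression | also added = Melanotan II challenge after compound preincubation | dosing = one concentration, 6.5 µM nominal | incubation = compound 30 min, challenge 1 h, detection 1 h | measured by = TR-FRET with Eu-cAMP and labeled anti-cAMP, 671 nm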
# Cardio protect = myocardial damage modulation in H9c2 cells; H9c2 cardiomyocytes, H2O2 injury protection, ATPLite, 2 h; AID 588492; 360,000 compounds, 0.63% hits; protection from H2O2 cell death, % at 20 µM;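 active = compounds giving at least 50% protection of heart cells from peroxide-induced death in the single-dose screen, raw or plate-pattern-corrected value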;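 note: 0% = DMSO wells with peroxide and 100% = DMSO wells without peroxide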
# N-glyco inh = N-linked glycosylation inhibition; D54 ERlucT glycosylation luciferase reporter, 24 h; percent of 100 nM tunicamycin response; reporter increase, % at 12.5 µM; 360,000 compounds, 0.23% hits;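 active = mean luciferase reporter signal, scaled so untreated is 0 and the glycosylation-blocking control 100, at or above a set limit in every replicate; inconclusive = mean reaches the limit but not every replicate does; inactive = mean below the limit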;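 note: luciferase carries N-glycosylation sites so blocking glycosylation raises the light; 0% = median of neutral control wells and 100% = median of 100 nM tunicamycin wells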
# aDG glyco act = increases alpha dystroglycan glycosylation. Pro5-aDG cells, alpha-DG glycosylation AlphaScreen (IIH6); 0% Pro5, 100% B10-LARGE cell signal. activation, % at 10 µM. 360,000 compounds, 0.22% hits. AID 624168;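 active = activation of at least 8% versus controls, or a plate z-score of at least 8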;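 note: Pro5 are CHO cells carrying HIG-tagged alpha-DG that lacks glycosylation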
# ABCB6 inh 2 = blocks the human ABCB6 transporter; 360,000 compounds, 0.19% hits; fluorescence ratio to DMSO, % at 10 µM; Q9NP58; K562-ABCB6 porphyrin accumulation, flow cytometry, 1 h; hits give low values;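 active = fluorescence ratio to DMSO below 75%, the collection mean minus 3 SD; inconclusive = too few cells collected in the well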;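 note: signal is porphyrin accumulated inside mitochondria; 100% equals median channel fluorescence of DMSO control wells; lower ratio means ABCB6 inhibition with less porphyrin fluorescence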
# Target sequence (Q9NP58 whole entry, looked up): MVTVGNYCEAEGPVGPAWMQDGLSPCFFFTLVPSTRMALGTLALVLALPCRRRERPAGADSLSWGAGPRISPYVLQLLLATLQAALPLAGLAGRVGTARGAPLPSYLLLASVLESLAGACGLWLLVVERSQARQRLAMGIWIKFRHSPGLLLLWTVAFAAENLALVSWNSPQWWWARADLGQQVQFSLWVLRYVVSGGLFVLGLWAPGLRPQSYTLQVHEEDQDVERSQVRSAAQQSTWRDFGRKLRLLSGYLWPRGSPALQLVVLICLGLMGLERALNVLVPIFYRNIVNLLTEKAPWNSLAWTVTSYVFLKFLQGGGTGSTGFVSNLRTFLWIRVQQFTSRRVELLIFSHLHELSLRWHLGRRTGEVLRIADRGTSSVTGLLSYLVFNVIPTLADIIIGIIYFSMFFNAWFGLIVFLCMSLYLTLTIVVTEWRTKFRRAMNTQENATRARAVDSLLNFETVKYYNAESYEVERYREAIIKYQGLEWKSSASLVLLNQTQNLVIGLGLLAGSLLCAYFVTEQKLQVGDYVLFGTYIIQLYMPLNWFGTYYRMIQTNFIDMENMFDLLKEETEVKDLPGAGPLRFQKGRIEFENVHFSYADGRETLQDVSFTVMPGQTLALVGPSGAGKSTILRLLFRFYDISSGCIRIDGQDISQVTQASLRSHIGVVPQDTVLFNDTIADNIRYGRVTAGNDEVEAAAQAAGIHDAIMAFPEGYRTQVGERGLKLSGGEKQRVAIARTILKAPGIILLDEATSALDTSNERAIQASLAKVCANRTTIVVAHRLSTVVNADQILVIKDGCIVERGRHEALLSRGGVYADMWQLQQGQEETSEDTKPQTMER
# MC4R ag barr = activates human MC4R beta-arrestin recruitment; 360,000 compounds, 0.98% hits; activation, % at 8.9 µM; AID 540308; U2OS MC4R beta-arrestin complementation, luminescence; percent of melanotan II response, DMSO zero;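 active = activation above a per-plate cutoff, the mean activation of sample wells on that plate plus 3 SD, cut at about 8% in these data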
# iPSC survival up = hiPSC single-cell survival enhancement | ATPlite luminescence; 100% = ROCK inhibitor wells, 0% = DMSO | survival enhancement, % at 20 µM | 360,000 compounds, 0.044% hits | AID 602274; in the data active = survival enhancement above about 18%;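 note: cells exposed to compounds for 16 hours before the ATP read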
# Granule exo inh = blocks lytic granule exocytosis; 360,000 compounds, 0.66% hits; AID 651702; inhibition, % at 10 µM; TALL-104 LAMP-1 surface exposure, flow cytometry; cells stimulated with thapsigargin and PMA;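 active = inhibition above about 55%, limit read from the data; inconclusive = no clear call, values can overlap the other calls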
# ABHD5 PLIN5 PPI = ABHD5-PLIN5 protein interaction inhibition; 360,000 compounds, 0.78% hits; inhibition, % at 4 µM; AID 602281; Split G. princeps luciferase complementation, luminescence, 4 h; Q00G26+Q8WTS1;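 active = inhibition above the mean inhibition across every tested compound plus 3 SD, cut at about 22% in these data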;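 note: 0% = DMSO only wells and the 100% control is not disclosed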
# * hit, by the source's call; ? = inconclusive; / = not tested or not shown.
SMILES,HTR2A ag,MC4R antag cAMP,Cardio protect,N-glyco inh,aDG glyco act,ABCB6 inh 2,MC4R ag barr,iPSC survival up,Granule exo inh,ABHD5 PLIN5 PPI
COc1ccccc1CNC(=O)C[C@@H]1C[C@H]2c3cc(N(C)C)ccc3O[C@H]2[C@H](CO)O1,2,9,-5,1,-0.2,104,0.5,4.3,-4,-6
CN(C)CCCNC(=O)c1ccc(Cl)c(S(=O)(=O)N(C)c2ccccc2)c1,0,4,6,-2,0.0,96,-1.0,0.1,3,2
COc1ccc(N2C(=O)CSC23CCC(C(C)(C)C)CC3)cc1 (stereo not drawn),3,-1,-9,-7,0.1,100,1.4,3.7,0,1
O=C(O)c1ccc(Nc2ccc3nonc3c2[N+](=O)[O-])cc1,5,-4,0,2,0.0,102,-2.1,0.3,12,5
O=S1(=O)CC(N2CCN(CCO)CC2)CN1Cc1cn(Cc2cccc(Cl)c2)nn1 (stereo not drawn),6,/,/,/,-0.3,104,/,-0.5,12,0
CC1CCN(c2ccc(NC(=O)c3ccccc3[N+](=O)[O-])cc2)CC1,-1,-3,-2,-3,-0.2,99,-0.3,-0.4,2,7
COc1ccc(NC(=O)c2ccccc2S(=O)c2ccccc2C#N)cc1 (stereo not drawn),0,-5,0,-1,0.0,83,-1.0,1.7,0,3
O=C(CSc1nc2ccccc2c(=O)n1-c1ccc(F)cc1)Nc1ccc(N2CCOCC2)cc1,9,7,-1,-2,-0.4,89,-2.6,-2.5,2,-6
CCC(=O)Nc1ccc(N2CCN(Cc3ccccc3)CC2)cc1,0,-2,10,-2,-0.1,102,-1.9,-2.7,-1,-3
COc1ccc(C2CC(c3ccccc3)=NN2c2ccc(Cl)c(C(=O)O)c2)cc1 (stereo not drawn),-3,9,0,4,-0.1,97,1.1,-0.5,-8,3
CCOC(=O)CC1C(=O)NCCN1S(=O)(=O)c1ccc(Br)cc1 (stereo not drawn),2,1,4,1,-0.3,99,-1.5,0.5,3,-5
CCNC(=O)C1(C)CCCN(Cc2ccc(-c3ccccc3)o2)C1 (stereo not drawn),0,15,-2,-8,-0.2,100,0.8,0.1,-2,9
CC(OC(=O)c1ccco1)C(=O)NC1CCCC1 (stereo not drawn),8,3,-1,-1,-0.1,99,-2.2,-0.2,-7,4
COC(=O)[C@H](CCSC)NC(=O)Nc1ccc(C(C)C)cc1,2,12,12,2,0.3,108,-1.0,5.1,1,-6
O=S(=O)(c1ccccc1)C1(C2CC(c3ccccc3)=NO2)CC(O)C1 (stereo not drawn),1,7,-2,1,0.0,89,0.5,3.3,1,-7
CN(CC(=O)N(CCO)Cc1ccccc1)S(=O)(=O)c1ccc2c(c1)c(=O)n(C)c(=O)n2C,4,0,-3,3,0.0,96,-0.7,1.1,-2,6
COc1ccc(N(CC(=O)NCCSC2CCCCC2)S(C)(=O)=O)c(OC)c1,0,-5,-1,1,-0.2,95,-0.7,-1.3,-2,-4
CCCc1nc(C)cc(N2CCN(c3ccccc3)CC2)n1,-8,10,3,-3,-0.1,97,-0.8,1.0,41,-1
CCC(C)NC(=O)C1CCN(S(=O)(=O)c2ccc(-n3cnnn3)cc2)CC1 (stereo not drawn),3,-1,-3,2,-0.1,101,0.1,0.1,-7,-5
O=C(NCC(=O)N1CCOCC1)c1ccc(Cl)c(Cl)c1,-1,0,7,-1,-0.2,96,0.2,3.7,-1,-8
O=C(/C=C/c1cccc(F)c1)N1CCN(c2ccccn2)CC1,5,0,9,1,0.1,94,-0.9,0.4,-2,1
O=C(c1cccs1)N1CCN(C(=O)C(c2ccccc2)c2ccccc2)CC1,0,-3,7,-3,0.1,98,-1.1,-2.4,0,-3
Cc1ccc(S(=O)(=O)N(Cc2ccc(F)cc2)Cc2ccco2)cc1,-2,1,-23,-4,0.6,101,0.6,2.8,32,-4
COc1cccc(S(=O)(=O)N(C)C[C@@H]2OCc3cnnn3CCCC(=O)N([C@@H](C)CO)C[C@H]2C)c1,0,5,3,1,-0.2,94,0.7,2.9,2,-6
C=CC1CN(CC(=O)OC)S(=O)(=O)c2ccccc21 (stereo not drawn),4,11,12,-1,0.0,102,-0.2,0.2,-6,0

# (continued)
SMILES,HTR2A ag,MC4R antag cAMP,Cardio protect,N-glyco inh,aDG glyco act,ABCB6 inh 2,MC4R ag barr,iPSC survival up,Granule exo inh,ABHD5 PLIN5 PPI
c1csc(CNc2ncnc3ccc(-c4ccc5c(c4)OCCO5)cc23)c1,6,-2,-1,0,0.0,93,-0.2,1.7,-4,-6
Cc1cccc(C)c1NC(=O)C(=O)NCCOc1ccc(Cl)cc1,-5,1,-4,0,-0.1,98,-0.7,-0.2,-1,-8
CC(C)(C)NC(=O)COC(=O)C1c2ccccc2Oc2ccccc21,-5,7,-4,1,0.0,98,-1.8,-0.4,6,-2
CC(=O)c1cc(NC(=O)c2ccc(C)cc2)c(=O)oc1C,-6,19,-8,1,-0.3,106,-3.1,-5.5,14,-11
COc1ccc(CCNC(=O)CN2C(=O)NC(c3ccccc3)(c3ccccc3)C2=O)cc1,0,12,0,1,0.1,93,-1.0,-0.5,10,-8
S=c1[nH]nc(-c2ccccc2Cl)n1CC1CCCO1 (stereo not drawn),-1,0,10,-1,-0.2,94,-1.0,1.3,1,-1
CNc1ccccc1C(=O)OCC(=O)c1ccc(F)cc1,-3,0,12,2,0.1,104,0.3,-0.1,-1,3
CCCS(=O)(=O)N1CCC(C(=O)NCCc2ccc(C)cc2)CC1,3,2,-1,0,-0.2,101,0.0,-0.9,0,-4
ON=C1c2ccccc2-c2ccccc21,6,14,-7,-2,0.1,100,1.1,-0.6,-5,-6
CCN(C(=O)c1cc2c(=O)[nH]c3ccc(C)cc3c2s1)c1cccc(C)c1,4,-6,-2,-1,-0.1,98,6.7,-0.7,0,-3
CCC(Oc1ccccc1OC)C(=O)Nc1ccc2c(c1)OCCO2 (stereo not drawn),0,9,-1,-1,0.1,90,-1.5,-0.1,-1,2
C#CCOCCOCCOCCNc1nc(N2CCN(C(=O)[C@H](Cc3ccc(O)cc3)n3cc([C@@H](N)C(C)CC)nn3)CC2)nc(N2CCN(C(=O)[C@H](CCCCN)n3cc([C@@H](N)CO)nn3)CC2)n1 (stereo partly drawn),-2,-5,5,-1,-0.2,101,0.8,3.2,1,-3
CC(C)Oc1cccc(C(=O)Nc2ccc(NC(=O)c3ccco3)cc2)c1,-3,-4,24,-4,0.4,97,0.6,3.2,1,0
Cc1ccc(-c2ccc(C)c(N)c2C)c(C)c1N,4,-9,-7,1,0.4,101,0.8,0.4,1,6
CC(=O)c1ccc(NC2=C(N3CCOCC3)C(=O)c3ccccc3C2=O)cc1,1,11,-12,11,0.9,98,-0.2,4.0,-1,-22
CCOc1ccccc1C1C2C(=O)N(c3ccccc3)C(=O)C2ON1c1ccccc1 (stereo not drawn),4,14,0,-1,-0.4,101,1.6,2.5,-1,-4
O=C(CCN1C(=O)c2ccccc2C1=O)Nc1ccc(F)cc1F,5,12,12,0,-0.1,97,-0.6,0.9,-1,0
COc1ccc(CN2CCNC(=O)C2CC(=O)NCCC2=CCCCC2)cc1OC (stereo not drawn),2,6,8,-1,-0.2,97,-1.2,-0.3,-1,-1
CCOc1ccc(S(=O)(=O)NC(C)C)cc1C(N)=O,-2,-1,0,1,0.1,97,-0.9,-1.1,-2,-2
CC(C)CN1CCC(=O)N([C@H](COc2ccccc2)Cc2ccccc2)CC1,-11,7,25,-5,-0.5,99,1.6,-2.8,0,5
CSc1ccc(Cl)c(C(=O)OCC(=O)N2CCNC2=O)c1,-1,2,-3,0,-0.2,100,-2.2,-0.4,-2,-3
Nc1c(Cl)cc(-c2csc(N3CCCC3c3nc4cc(Cl)c(N5CCCCC5)cc4n3CCCO)n2)cc1Cl (stereo not drawn),-4,10,2,-5,-0.3,102,0.8,-2.6,11,-4
Oc1c(Cl)cc(Cl)cc1C=Nc1ccc(N2CCOCC2)cc1,-6,12,65*,5,-0.3,103,1.0,-0.6,29,-1
COC(=O)CC(=O)CSc1nc2c(cc1C#N)CCCCC2,-1,11,-12,-1,0.0,115,0.7,-1.2,3,5
COc1ccc(Cl)cc1S(=O)(=O)N1CCCC(C(=O)NCc2ccccn2)C1 (stereo not drawn),1,-2,0,-1,0.2,102,-3.9,-0.3,-18,5

# Continuation.
SMILES,HTR2A ag,MC4R antag cAMP,Cardio protect,N-glyco inh,aDG glyco act,ABCB6 inh 2,MC4R ag barr,iPSC survival up,Granule exo inh,ABHD5 PLIN5 PPI
Cc1cc(C)nc(N(C#N)CC(=O)Nc2ccccc2)n1,-1,14,12,-1,-0.3,99,-1.1,-3.1,-1,1
O=C(CCc1c[nH]c2ccccc12)N1CCN(c2ccc(O)cc2)CC1,3,26,-4,-4,-0.2,104,2.8,2.1,-3,-3
COc1ccc([C@H]2N[C@]3(CCCN(Cc4ccccc4)C3=O)[C@H]3C(=O)N(Cc4ccccc4)C(=O)[C@@H]23)cc1,-1,4,9,1,0.3,97,-0.6,-2.5,0,-7
COc1cc(-c2nc3ccccn3c2N)ccc1O,9,-5,-2,1,0.0,94,-0.2,0.1,-5,3
O=c1cc[nH]c2c1ccc1cccnc12,0,2,0,16,0.0,107,0.6,9.3,-4,-6
COc1ccc(C2CC2/C(=N/O)c2ccccc2)cc1 (stereo not drawn),-1,-2,-2,1,0.1,96,-0.9,1.3,-5,-3
CCc1nc2c(OCCOc3ccc(F)cc3)cccn2c1N(C)C(=O)c1cccs1,-1,3,-4,-7,0.3,96,-1.3,-1.1,0,0
N#CC1=C(N)Oc2n[nH]c(-c3ccccc3)c2C1c1cccc(OC(=O)N2CCOCC2)c1 (stereo not drawn),2,3,7,1,-0.1,98,-0.3,-2.6,-2,-19
Cc1ccc(NC(=O)CNC2CCCCC2)cc1Cl,7,-5,2,-2,0.2,89,3.1,-0.4,?,-1
O=C(Nc1ccc(F)cc1F)c1cc(-c2ccco2)nc2ccccc12,5,2,0,1,0.0,103,-3.2,-0.4,6,-1
CCC1CCc2c(sc(NC(=O)C3CC=CCC3C(=O)O)c2C#N)C1 (stereo not drawn),10,8,-2,0,0.0,100,-1.1,4.5,2,-5
CCOC(=O)c1ccc(NC(=O)c2ccc3c(c2)C(=O)N(Cc2cccnc2)C3=O)cc1,-10,4,-11,0,-0.1,93,2.5,-0.5,3,-4
COc1ccc(NC(=O)N2CCN(c3cccc(C(F)(F)F)c3)CC2)cc1,14,2,-11,2,1.0,/,5.8,-2.4,3,-2
COc1cccc(C2C=C(c3ccc(OC)cc3OC)Nc3nnnn32)c1 (stereo not drawn),-2,2,4,-1,0.1,98,-0.7,-2.4,-5,-1

# One compound at a time, as listed above. Order of screens: HTR2A ag	MC4R antag cAMP	Cardio protect	N-glyco inh	aDG glyco act	ABCB6 inh 2	MC4R ag barr	iPSC survival up	Granule exo inh	ABHD5 PLIN5 PPI
# CCC1CCc2c(sc(NC(=O)C3CC=CCC3C(=O)O)c2C#N)C1 (stereo not drawn) in the list: 10	8	-2	0	0.0	100	-1.1	4.5	2	-5
# COc1ccc(C2CC2/C(=N/O)c2ccccc2)cc1 (stereo not drawn) in the list: -1	-2	-2	1	0.1	96	-0.9	1.3	-5	-3

# Assay outcomes (PubChem BioAssay)
